RXFP1 ag: qHTS Assay for Agonists of the Relaxin Receptor RXFP1. HEK293T-RXFP1 cAMP TR-FRET, 30 min; response scale: percent of porcine relaxin response, buffer zero. Potency, µM (top dose mostly 57.5 µM), for the others: top-dose activation, most hits filed as activators. 370,000 tested, 0.3% active. AID 2676, 2010; active = well fitted activation curve with a large enough effect; inconclusive = small, poorly fitted or top-dose-only effect; note: nearly all actives have a fitted effect of over 60% in size; many of its hits are not listed in these tables
Target sequence (Q9HBX9 whole entry, looked up): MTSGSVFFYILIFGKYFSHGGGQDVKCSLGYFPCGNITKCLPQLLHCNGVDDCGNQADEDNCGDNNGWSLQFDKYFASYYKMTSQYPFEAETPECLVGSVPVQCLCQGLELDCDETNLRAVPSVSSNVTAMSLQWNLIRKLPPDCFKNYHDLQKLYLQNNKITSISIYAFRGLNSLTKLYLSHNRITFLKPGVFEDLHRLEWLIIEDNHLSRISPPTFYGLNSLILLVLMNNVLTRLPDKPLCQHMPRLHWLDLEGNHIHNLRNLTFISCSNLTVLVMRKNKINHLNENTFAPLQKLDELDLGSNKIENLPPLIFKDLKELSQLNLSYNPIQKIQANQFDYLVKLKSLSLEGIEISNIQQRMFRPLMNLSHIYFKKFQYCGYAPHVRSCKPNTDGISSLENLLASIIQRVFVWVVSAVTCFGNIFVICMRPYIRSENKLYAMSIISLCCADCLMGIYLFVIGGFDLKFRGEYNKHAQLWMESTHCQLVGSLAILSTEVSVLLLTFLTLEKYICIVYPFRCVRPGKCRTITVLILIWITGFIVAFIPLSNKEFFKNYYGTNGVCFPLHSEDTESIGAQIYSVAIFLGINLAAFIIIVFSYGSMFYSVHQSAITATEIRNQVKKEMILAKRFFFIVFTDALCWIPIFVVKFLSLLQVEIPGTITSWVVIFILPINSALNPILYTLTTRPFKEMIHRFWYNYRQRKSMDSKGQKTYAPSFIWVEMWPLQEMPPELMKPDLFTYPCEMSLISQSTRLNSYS
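HEK293 cells stably expressing RXFP1, treated 30 min at 37C with compounds plus PDE4 inhibitor Ro 20174; cAMP measured by HTRF TR-FRET. Normalized to buffer and 29 nM porcine relaxin; EC50 by Hill fit.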
Numbers without * were called inactive; u = inconclusive; [ ] = remark or other dose. % is set by controls: 0 for no effect and ±100 for the full control effect; potency is the fitted concentration of half-maximal effect. A portion of the library, so the mix of outcomes need not match the whole.

SMILES | RXFP1 ag
Cc1cc(C(=O)CSc2cccc[n+]2[O-])c(C)n1-c1ccc(Br)cc1 | 0.0%
COC(=O)C1CCN(CC(=O)Nc2cc(Cl)ccc2OC)CC1 | 0.4%
CC1(C)S[C@@H]2[C@H](NC(=O)COc3ccccc3)C(=O)N2C1C(=O)OCc1cc2ccccc2n1S(=O)(=O)c1ccccc1 (stereo partly specified) | 1.7%
ClCC1=Nc2cccc3cccc(c23)N1 | 0.7%
CC(=O)OC1=C(C#N)Cn2ccc3cccc1c32 | 4.4%
CCc1ccc(NC(=O)c2ccc3ncsc3c2)cc1 | 0.0%
CC1CCCN(C(=O)c2cc(N3C(=O)C4C5CCC(C5)C4C3=O)ccc2Cl)C1 (stereo unspecified) | 0.0%
O=c1c2ccc([N+](=O)[O-])c3cccc(c32)c2nc3ccccc3n12 | 2.1%
CCc1cc2c(=O)c(-c3nc4ccccc4n3C)c(C)oc2c(CN2CCN(C)CC2)c1O | 0.8%
C/C(CCN1CCCCc2nc(C)c(C)cc21)=N\O[C@@H](C)CN1CCCCc2nc(C)c(C)cc21 | 2.3%
O=C(Cn1nc(C(=O)O)c2ccccc2c1=O)Nc1ccc2c(c1)C(=O)c1ccccc1C2=O | 23%
Cc1ccnc(N=Cc2c(O)ccc3oc4c(c23)CCCC4)c1 | -0.2%
Cc1ccccc1Nc1nnc(SCC(=O)NC(=O)Nc2ccc3c(c2)OCCO3)s1 | 2.4%
O=C(Nc1ccccc1F)c1ccc(O)c2ncccc12 | 1.4%
N#CCCS(=O)(=O)c1nnnn1-c1ccccc1 | -1.1%
COc1cc(OC)cc(-c2nnc(Sc3ccc(C=O)cc3[N+](=O)[O-])o2)c1 | 5.6%
CCOC(=O)c1c(CNCc2ccccc2F)c2sc(C)cc2n1C | 1.0%
CCCC(=O)N1CCN(c2ccc(C(=O)c3ccc(OC)c(Br)c3)cc2F)CC1 | u
Cc1ccc(C2=NN(CC(=O)NCc3cccnc3)C(=O)CC2)cc1 | 0.2%
CCC(=O)Nc1ccc(C(=O)CN2CCC(C)CC2)cc1 | 0.8%
COc1ccc(-c2[nH]ncc2CN(Cc2nccn2C)C(C)C)cc1F | -2.8%
COCCNC(=O)c1cc(Sc2nnc(C)s2)nc2ccccc12 | 1.4%
CCCNC(=O)c1[nH]c(C)c(C(=O)OCC)c1C | 0.7%
O=C(c1ccc(N2CCN(C3CC(=O)N(c4ccc(F)cc4)C3=O)CC2)cc1)c1cccnc1 (stereo unspecified) | -0.1%
O=C(CN1CCN(CCN2C(=O)c3cccc4cccc(c34)C2=O)CC1)c1ccc(Cl)cc1 | 7.9%
CSc1nnc2n(Cc3ccccc3)c(=O)c3c4c(sc3n12)COC(C(C)C)C4 (stereo unspecified) | 3.2%
C#CCOCCOCCOCCNc1nc(N2CCN(C(=O)[C@H](CCC(=O)O)n3cc(C(N)CO)nn3)CC2)nc(N2CCN(C(=O)[C@H](CCC(=O)O)n3cc(C(N)CC(C)C)nn3)CC2)n1 (stereo partly specified) | -3.8%
O=C(O)CN1CCOCCOCCN(CC(=O)O)CCOCCOCC1 | 0.5%
COc1ccc2c(=O)c3c(=O)n(-c4ccc(C)cc4)c(-c4ccccc4)nc3oc2c1 | 2.5%
COc1ccc(-c2nnc3ccc(SCC(=O)Nc4cc(C)on4)nn23)cc1 | 25%

Quoted at random: 4 records from the list.
SMILES | RXFP1 ag
COCCNC(=O)c1cc(Sc2nnc(C)s2)nc2ccccc12 | 1.4%
CCCNC(=O)c1[nH]c(C)c(C(=O)OCC)c1C | 0.7%
CSc1nnc2n(Cc3ccccc3)c(=O)c3c4c(sc3n12)COC(C(C)C)C4 (stereo unspecified) | 3.2%
COc1ccc2c(=O)c3c(=O)n(-c4ccc(C)cc4)c(-c4ccccc4)nc3oc2c1 | 2.5%

Returning to the listing; the 3 compounds before the break are reprinted first.
SMILES | RXFP1 ag
O=C(O)CN1CCOCCOCCN(CC(=O)O)CCOCCOCC1 | 0.5%
COc1ccc2c(=O)c3c(=O)n(-c4ccc(C)cc4)c(-c4ccccc4)nc3oc2c1 | 2.5%
COc1ccc(-c2nnc3ccc(SCC(=O)Nc4cc(C)on4)nn23)cc1 | 25%
Cc1ccc(Cl)cc1Nc1nc(-c2sc(NC(=O)c3ccccc3)nc2C)cs1 | 0.0%
Fc1ccc(/C=C2\CCCC3=C2NC(=S)NC3c2ccc(F)cc2)cc1 (stereo unspecified) | 5.9%
CCCNc1ncnc2c1cnn2-c1ccc(OC)cc1 | 6.8%
Cc1ccc(NC(=S)Nc2ccc(S(=O)(=O)Nc3ncccn3)cc2)cc1Cl | 2.7%
CCn1c(-c2ccc(F)cc2)cnc1SCC(=O)N1CCCCC1C (stereo unspecified) | -0.1%
Cc1ccc(S(=O)(=O)N2CCN(c3nc(C)nc4sc5c(c34)CCC(C)C5)CC2)cc1 (stereo unspecified) | 1.2%
Cc1cccc(-n2c(N)cc(=O)nc2SC(C)C(=O)NC2CCCCC2)c1 (stereo unspecified) | -0.7%
Cc1ccc(NC(=S)NC(=O)c2sc3ccccc3c2Cl)c(C(=O)O)c1 | 22%
C/C(CCC(=O)OC[C@H]1O[C@H](C#Cc2ccccc2)C=C[C@@H]1Oc1ccc(C)cc1)=N\OC[C@@H](O)[C@H]1O[C@@H]2OC(C)(C)O[C@@H]2[C@H]1O | 2.6%
CCOc1ccccc1CNC(=O)C1CCCN(c2nc3ccccc3o2)C1 (stereo unspecified) | -1.1%
Oc1ccc(O)c(/C(=N/Nc2ccccc2)c2ccccc2)c1 | 0.9%
Cc1cc(C)nc(NC(=O)c2ccc3c(c2)OCO3)c1 | 0.5%
O=[N+]([O-])c1ccc(-c2ccc(/C=N/c3c(-c4ccco4)nc4ccccn34)o2)c(Cl)c1 | -0.5%
CC[C@@H]1CC=C[C@H]2[C@H]1C(=O)N(Cc1ccccc1)[C@H]2c1ccc2ccccc2c1 | 6.7%
CCN1C(=NCC(C)C)N[C@@H](c2ccccc2)[C@H](C(=O)OC)[C@H]1C | 0.1%
O=S(=O)(NC1CCN(S(=O)(=O)c2ccc3c(c2)OCCO3)CC1)c1c(F)cccc1F | -0.4%
CC1(C)[C@@H](O)CC[C@]2(C)C3C(O)C=C4[C@H]5C[C@@](C)(C(=O)O)CC[C@]5(C)CC[C@]4(C)[C@]3(C)CC[C@@H]12 (stereo partly specified) | 0.0%
COc1ccc(N=Nc2n(C)c3ccccc3[n+]2C)cc1 | 3.0%
CCc1ccc(Nc2n[n+](C)c(-c3ccc(C(=O)O)cc3)s2)cc1 | 7.5%
N#Cc1c(Cl)nc(SCc2ccccc2)nc1-c1ccccc1 | 16%
N/C(=N\c1nc(C(F)(F)F)cc(=O)[nH]1)Nc1ccc(Cl)cc1 | 1.3%
N#Cc1ccc2c(c1)C[C@]1(c3ccsc3)OC3=C(C(=O)OC4(CCCCC4)C3)C2O1 | 0.2%[11.5 µM]
CCC(C)n1c(-c2ccco2)nc2nc3ccccc3nc21 (stereo unspecified) | 1.6%
O=C(c1cccnc1)N1CCN(c2ccccc2Cl)CC1 | -0.9%
Cc1cc(C)c(NC(=O)C(C)Sc2nnc(-c3ccco3)n2-c2ccccc2)c(C)c1 (stereo unspecified) | 0.0%
CC(C)(Oc1ccc(-c2ccco2)cc1)C(=O)O | 0.6%
Cc1ccc(C(=O)C(NC(=O)c2ccco2)Nc2sc3c(c2C(N)=O)CCCC3)cc1 (stereo unspecified) | -0.7%
Cc1ccccc1NC(=O)c1c(O)c2cccc3c2n(c1=O)CCC3 | 3.3%
O=C1N=c2ccc(Br)cc2=C1c1sc(=O)[nH]c1O | 0.6%
Cc1cccc(CSc2nc3ccncc3n2CC(=O)Nc2ccc(C)c(C)c2)c1 | 4.3%
O=C(CSc1nnnn1-c1cccc(Cl)c1)Nc1ccc2c(c1)CCC2 | 1.1%
CC1CCN(c2nc3ccccc3nc2C(C#N)C(=O)NC2CCCCC2)CC1 (stereo unspecified) | 2.8%
CC(=O)Nc1ccc(/C=C/C(=O)c2ccccc2)cc1 | -1.0%
CCOC(=O)Cc1nc2ccccc2o1 | 3.6%
O=C(CN1CCCN(S(=O)(=O)c2ccc(Br)cc2)CC1)Nc1ccc2c(c1)OCO2 | 6.6%
CCOc1cc(NC(=O)C2CC2)c(OCC)cc1NC(=O)c1cccnc1 | -0.2%
COc1ccc([C@]23Cc4ccccc4C(O2)c2c(cc(-c4ccccc4)oc2=O)O3)cc1 | -0.8%[11.5 µM]
Oc1ccc(N=Nc2ccc3c(c2)OCO3)c2ccccc12 | 0.0%
Cc1nccc2[nH]c(=O)c(C(=O)NC(C)CCc3ccccc3)cc12 (stereo unspecified) | 2.0%
COCCn1c(-c2cccs2)nc2c(c(=O)c3ccccc3n2C)c1=O | 29%

Four consecutive compounds from above, quoted:
SMILES | RXFP1 ag
O=C(CSc1nnnn1-c1cccc(Cl)c1)Nc1ccc2c(c1)CCC2 | 1.1%
CC1CCN(c2nc3ccccc3nc2C(C#N)C(=O)NC2CCCCC2)CC1 (stereo unspecified) | 2.8%
CC(=O)Nc1ccc(/C=C/C(=O)c2ccccc2)cc1 | -1.0%
CCOC(=O)Cc1nc2ccccc2o1 | 3.6%

The list goes on:
SMILES | RXFP1 ag
CCOC(=O)/C(C(=O)Nc1ccc(Cl)cc1Cl)=C1/NC(C)(C)Cc2ccccc21 | -1.3%
Fc1ccc2[nH]c3c(N4CCN(C5CCCCC5)CC4)ncnc3c2c1 | 1.2%
COc1ccc2cc(CN(CC3COCCO3)S(=O)(=O)c3c(C)cc(C)cc3C)c(=O)[nH]c2c1 (stereo unspecified) | 1.6%
CCSc1nc(N)c2c3c(sc2n1)CN(C)CC3 | 2.4%
Cc1ccc(C(C)C)c(OCC(=O)NN=C(CCl)CCl)c1 | 2.7%
CCCCCCCCCCCCCCCC(=O)OC[C@H](COP(=O)([O-])OCC[N+](C)(C)C)OC(=O)CCCCCCCCCCCCCCC | 1.8%
C=CC[C@@H]1C=C[C@H](O/N=C/[C@@H](NS(=O)(=O)c2ccc(C)cc2)[C@H](C)/C=C/CC(=O)OC)[C@@H](CO)O1 | -0.2%
O=C(Cc1c[nH]c2ccccc12)Nc1cccc(S(=O)(=O)N2CCCCC2)c1 | 1.1%
CNC(=O)c1cc2c(ccc3ccccc32)oc1=N | 0.5%
COC(=O)c1sccc1-c1ccc(C(N)=O)o1 | 4.8%
Cc1cc2c(c(=O)o1)C1O[C@](CCCCN3C(=O)c4ccccc4C3=O)(Cc3cc(C#N)ccc31)O2 | 0.0%[11.5 µM]
Cc1nc2c3ccccc3n(CCN3CCCCC3)c2s1 | -0.9%
Nc1nc(-c2cccnc2)nn1C(=O)c1ccco1 | 2.0%
CCN1CCN(c2ncnc3c2oc2nc(C(C)C)c4c(c23)CCC4)CC1 | 2.0%
CC12CN3CC(C)(CN(C1)C31C(=O)N(Cc3ccccc3)c3ccccc31)C2=O (stereo unspecified) | -1.0%
COc1ccc(N2C(=O)CC(S/C(N)=N/N=C/c3ccnc4ccccc34)C2=O)cc1 (stereo unspecified) | 3.8%
Cc1ccc(S(=O)(=O)CC#CCOC(=O)c2ccc([N+](=O)[O-])cc2)cc1 | -1.5%
CC(=O)c1ccccc1NC(=O)COC(=O)c1ccc2c(c1)nc(C)n2-c1ccccc1 | 1.0%
COC(=O)N/N=C(/c1ccccc1)C1CCCCC1 | 0.1%
Cc1ccc(NC(=S)/C(=C(\[O-])c2ccc(C)c([N+](=O)[O-])c2)[n+]2ccccc2)cc1C | -2.1%
N#CCCN/N=C(/Cc1nc2ccccc2[nH]1)c1ccc(Cl)cc1 | 2.1%
Cc1cc(-c2ccccc2)nc(N2CCC(C(=O)NCc3ccccc3Cl)CC2)n1 | 23%
COC(=O)[C@@]1(Cc2ccc(OC)cc2)[C@H]2c3cc(C(=O)N4CCCC4)n(CCc4c[nH]c5ccc(O)cc45)c3C[C@H]2CN1C(=O)c1ccccc1 | 3.1%
CC1=C(C(=O)OCC2CCCO2)C(c2ccc(C)o2)C2=C(CC(c3ccc(N(C)C)cc3)CC2=O)N1 (stereo unspecified) | 2.0%
COc1cc(N/C=C(\C(C)=O)c2ccccc2)cc(OC)c1 | -1.3%
COc1cc2[nH]c(=S)nc(NC3CCCC3)c2cc1OC | 12%
CCNC(=S)Nc1cccc([N+](=O)[O-])c1 | 0.6%
COc1ccc(S(=O)(=O)N2CCCCCC2)cc1C(=O)OCC(=O)Nc1cc(C)on1 | 4.1%
CCCCCCc1cc2cc(C(N)=O)c(=N)oc2cc1O | 6.8%
Cc1cccc2cc(CN(CC3CCCO3)C(=O)c3ccco3)c3nnnn3c12 (stereo unspecified) | 0.3%
CC(=O)c1sc(-c2c(C)nc3sccn23)nc1C1CCCC1 | -1.5%
Cn1nc(OC(=O)Nc2ccccc2)cc1C(F)(F)F | 1.6%
COc1ccccc1N1CCN(C(=O)Cn2nc3n(C)c4ccccc4n3c(=O)c2=O)CC1 | 1.4%
O=C1[C@@H]2C3C=CC(O3)[C@@H]2C(=O)N1c1ccccc1 | 0.4%
CCCn1c(=O)c(C(=O)Nc2cnccn2)c(O)c2ccccc21 | -0.3%
COc1ccc(C[C@H](C(=O)O)N2C(=O)c3ccc(C(=O)O)cc3C2=O)cc1 | 0.8%
COCCCn1c2nc3ccccc3nc2c2c(=O)n(Cc3cccs3)cnc21 | 0.2%
Cc1ccc2c(C)nc(NC3=NCN(CCc4ccccc4)CN3)nc2c1 | 0.7%
CCN(CC)CCCN1C(=O)C(O)=C(C(=O)c2ccco2)C1c1cc(OC)ccc1OC (stereo unspecified) | 0.3%
Cc1ccc(NC(=O)Cn2cnc3sc(C(=O)NCCN(C)C)c(C)c3c2=O)cc1Cl | 1.6%

Source: PubChem (National Center for Advancing Translational Sciences (NCATS))
